# TAAR1 agonist: human TAAR1 agonists, primary screen, Fluo-8 calcium fluorescence, CHO RD-HGA16 cells; Trace amine-associated receptor 1 (Homo sapiens), Q96RJ0; vehicle wells 0%, saturating PEA agonist 100%; activation, % at 3 µM; actives 0.99% (n = 360,000); AID 624467, 2012;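 active = activation above the mean activation of all test compounds in the run plus 3 SD, cut at about 38% in these data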
# Target sequence (Q96RJ0 whole entry, looked up): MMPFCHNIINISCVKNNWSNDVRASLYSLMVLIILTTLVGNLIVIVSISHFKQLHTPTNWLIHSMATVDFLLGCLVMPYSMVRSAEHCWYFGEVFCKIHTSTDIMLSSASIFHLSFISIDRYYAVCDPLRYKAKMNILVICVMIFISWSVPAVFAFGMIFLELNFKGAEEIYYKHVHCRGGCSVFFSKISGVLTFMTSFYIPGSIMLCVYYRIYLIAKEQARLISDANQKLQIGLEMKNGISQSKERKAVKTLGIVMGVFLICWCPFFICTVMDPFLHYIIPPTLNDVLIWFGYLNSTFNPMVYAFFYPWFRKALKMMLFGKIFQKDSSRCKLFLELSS
#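 Test system: RD-HGA16 (CHO) cells co-expressing Gα16 and hTAAR1 | Doses: Single dose, 3 µM | Schedule: 17-24 h seeding, 75 min 37 °C dye, 30 min RT | Evaluation: % activation from peak over basal fluorescence ratio, DMSO-to-PEA scaled | Technique: Kinetic Fluo-8 calcium fluorescence | Benchmarks: Low control DMSO, high control PEA (EC100)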
# CHRM5 PAM: human M5 muscarinic receptor positive allosteric modulators, primary screen, CHO-K1 cells, Fluo-8 calcium fluorescence; Muscarinic acetylcholine receptor M5 (Homo sapiens), P08912; CHO-K1 hM5, ACh EC20 PAM; 0% = ACh EC20, 100% = ACh EC100; activation, % at 3 µM; actives 0.3% (n = 360,000); AID 624038, 2012;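 active = activation above the run cutoff, the mean activation of all test compounds plus 3 SD, cut at about 18% in these data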
#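 System – CHO-K1 hM5 cells · Compound – 3 µM, single dose · Incubation – compound preincubation 140 s before EC20 acetylcholine addition · Technique – Fluo-8 calcium fluorescence · Measure – Max/basal fluorescence ratio as % of EC20–EC100 ACh window · Benchmarks – low control EC20 acetylcholine (0%), high control EC100 acetylcholine (100%) · Replication – singlicate, one well per test compound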
# M5 antag: human M5 muscarinic receptor antagonists, primary screen, CHO cells, Fluo-8 calcium fluorescence; Muscarinic acetylcholine receptor M5 (Homo sapiens), P08912; CHO-hM5 cells, ACh EC80; inhibition, % at 3 µM; actives 0.59% (n = 360,000);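 active = inhibition above a per-plate cutoff, the mean of that plate's test compounds plus 3 SD, cut at about 27% in these data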;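 note: 0% = acetylcholine EC80 with DMSO and 100% = DMSO without agonist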
# CHRM1 antagonist: human M1 muscarinic receptor antagonists, primary screen, CHO-K1 cells, Fluo-8 calcium fluorescence, 1536-well; CHO-K1 hM1, ACh EC80 antagonist; inhibition, % at 3 µM; actives 1.3% (n = 360,000);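 active = percent inhibition above its own plate's cutoff, namely the mean of that plate's compound wells plus 3 SD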;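 note: peak over basal fluorescence ratio during 140 s after agonist addition; 0% = ACh EC80 plus DMSO and 100% = DMSO alone without agonist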
# Target sequence (P11229 whole entry, looked up): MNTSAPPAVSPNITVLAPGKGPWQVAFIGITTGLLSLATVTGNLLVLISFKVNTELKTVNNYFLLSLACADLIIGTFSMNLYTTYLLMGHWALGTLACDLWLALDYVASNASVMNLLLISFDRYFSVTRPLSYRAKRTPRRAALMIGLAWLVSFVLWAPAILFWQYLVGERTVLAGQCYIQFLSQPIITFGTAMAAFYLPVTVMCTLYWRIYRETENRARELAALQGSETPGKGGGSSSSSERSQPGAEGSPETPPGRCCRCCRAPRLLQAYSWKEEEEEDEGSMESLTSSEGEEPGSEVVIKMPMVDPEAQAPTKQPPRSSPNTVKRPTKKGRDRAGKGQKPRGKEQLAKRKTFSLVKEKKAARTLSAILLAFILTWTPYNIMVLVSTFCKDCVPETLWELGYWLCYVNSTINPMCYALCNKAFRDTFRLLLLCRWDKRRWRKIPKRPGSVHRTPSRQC
# M4 antag: human M4 muscarinic receptor antagonists, primary screen, CHO cells, Fluo-8 calcium fluorescence; actives 0.73% (n = 360,000); AID 624125, 2012; Muscarinic acetylcholine receptor M4 (Homo sapiens), P08173; CHO-hM4 cells, ACh EC80; inhibition, % at 3 µM;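 active = inhibition above its plate's cutoff, the mean inhibition of sample wells plus 3 SD, cut at about 27% in these data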;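 note: 0% = acetylcholine EC80 with DMSO and 100% = DMSO without agonist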
# M4 ag: human M4 muscarinic receptor agonists, primary screen, CHO-K1 cells, Fluo-8 calcium fluorescence; CHO-K1 hM4/Gqi5; vehicle 0%, full acetylcholine response 100%; actives 0.14% (n = 360,000); activation, % at 3 µM;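 active = activation above the run mean over all test wells plus 3 SD, cut at about 32% in these data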;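 note: peak over basal fluorescence ratio per well then scaled between controls; 0% = DMSO wells and 100% = acetylcholine at EC100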
# CHRM5 agonist: human M5 muscarinic receptor agonists, primary screen, CHO-K1 cells, Fluo-8 calcium fluorescence | Muscarinic acetylcholine receptor M5 (Homo sapiens), P08912 | CHO-K1 hM5 cells; 0% DMSO wells, 100% maximal acetylcholine response | activation, % at 3 µM | actives 0.19% (n = 360,000);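 active = activation above the run's mean over test compounds plus 3 SD, cut at about 23% in these data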;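 note: signal is peak over basal fluorescence ratio across the kinetic read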
# M1 PAM: human M1 muscarinic receptor positive allosteric modulators, primary screen, CHO-K1 cells, Fluo-8 calcium fluorescence, 1536-well | Muscarinic acetylcholine receptor M1 (Homo sapiens), P11229 | CHO-K1 hM1, ACh EC20; 0% = ACh EC20, 100% = maximal ACh | activation, % at 3 µM | actives 0.088% (n = 360,000); in the data active = activation above about 19%, passing the limit was not always enough
# M1 ag: human M1 muscarinic receptor agonists, primary screen, Fluo-8 calcium fluorescence, CHO-K1 cells, HTS | Muscarinic acetylcholine receptor M1 (Homo sapiens), P11229 | CHO-K1 hM1, agonist mode; 0% DMSO, 100% acetylcholine EC100 | activation, % at 3 µM | actives 0.33% (n = 360,000) | AID 588814, 2011;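 active = activation above the run's mean compound activation plus 3 SD, cut at about 16% in these data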;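 note: peak over basal fluorescence ratio within a 140 s kinetic read after compound addition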
# * = called active by the depositor; · = not tested or not shown. These rows are one share of the data; rates above refer to the full screens.
SMILES,TAAR1 agonist,CHRM5 PAM,M5 antag,CHRM1 antagonist,M4 antag,M4 ag,CHRM5 agonist,M1 PAM,M1 ag
CCCCCNC(=O)c1ccc(NC(=O)CC2SC(N3CCCC3)=NC2=O)cc1 (stereo not drawn),3,0,0,-11,-6,-1,-1,4,-5
Cc1ccc2nc(Cl)c(/C=N/NC(=O)c3ccccc3O)cc2c1,5,1,5,-8,-7,2,-1,4,-6
O=C(NCc1ccc(C(F)(F)F)cc1)C12CN(Cc3ccccc3)CC1C(c1cccc([N+](=O)[O-])c1)=NO2 (stereo not drawn),9,5,4,-1,-3,3,0,0,1
Nc1o[nH]c(=O)c1C1CCCCC1,2,1,13,-13,-3,0,0,8,-3
O=C(NCCc1ccc(F)cc1)c1cc([N+](=O)[O-])ccc1N1CCOCC1,3,1,3,-3,3,3,3,1,-2
O=C(OCCOc1ccccc1F)c1cc(S(=O)(=O)N2CCOCC2)ccc1F,4,-5,5,-9,-7,1,0,7,-2
S=C(NCc1ccccc1)NCc1ccc2c(c1)OCO2,3,-2,6,8,-1,0,-3,-6,0
CC(C)CN(C(=O)c1cccc(S(=O)(=O)N2CCN(Cc3ccccc3)CC2)c1)C1CCS(=O)(=O)C1 (stereo not drawn),0,-5,2,-32,-8,0,-3,25*,-1
N#CCC(=O)Nc1ccc(C(=O)NCC(c2ccco2)N2CCCCC2)cc1 (stereo not drawn),1,-5,9,19,6,-2,-1,-8,-8
CCCOc1cccc(NC(=O)c2cc(C)oc2C)c1,-1,-1,6,-8,3,-1,-10,-7,-6
Cn1c(=O)c2c(nc(-n3ccnc3)n2Cc2ccccc2)n(C)c1=O,9,5,-9,-7,-12,2,-7,6,-2
COc1ccccc1C(CNc1nc(C(F)(F)F)nc2ccccc12)N(C)C (stereo not drawn),8,-12,13,12,2,1,-7,-24,-11
C(=C1c2ccccc2-c2ccccc21)c1ccncc1,5,-7,13,-9,4,-2,-8,3,-5
CN(Cc1ccccc1)C(=O)c1ccc2sc([C@H]3C[C@H](O)[C@@H](CO)O3)nc2c1,1,-5,0,-11,10,0,1,9,-2
Cc1ccc(CNC(=O)CCNC(=O)c2ccco2)cc1,12,2,0,-10,10,2,-1,3,-2
COc1cccc(CNC(=O)C(=O)NCC2CCCO2)c1 (stereo not drawn),0,-1,-2,-1,-15,1,4,18,0
O=C(CN1CCN(Cc2ccccc2)C1=O)NCCCN1CCOCC1,1,0,0,-8,5,1,1,7,-4
COc1ccccc1N1CCN(C(=O)c2cc(=O)c3cc(C)cc(C)c3o2)CC1,0,-2,2,-12,-22,0,-3,1,-7
COC(=O)c1ccc(NCCC(=O)O)cc1,-1,6,1,2,12,1,1,3,-4
COc1ccc(N=C2SC(CC(=O)Nc3ccc(OC)cc3OC)C(=O)N2C)cc1 (stereo not drawn),5,-4,6,2,-5,2,0,-2,-3
Clc1ccc(/C=N/c2c(-c3ccco3)nc3ccccn23)cc1,1,2,-6,-15,0,3,3,7,-7
CCCCc1nc2cc(C(=O)NCc3ccccn3)ccc2o1,0,1,10,8,-13,2,-4,0,0
CC(C)CCSc1ncnc2c1oc1nc3c(cc12)COC(C)(C)C3,10,5,-9,-4,-14,2,-4,5,3
Cn1c(CO)cnc1SCc1ccc(F)cc1,2,8,-11,-5,-9,1,-5,8,-8
CC(/C=N/NC(=O)c1cc(-c2ccc(C)o2)[nH]n1)=C\c1ccccc1,3,-3,7,4,-5,3,2,-7,0
Cc1cccc(CC2SC(N)=NC2=O)c1 (stereo not drawn),14,0,-4,-11,-5,3,-2,9,-6
COc1ccc(C(=O)c2c(-c3ccc(OC)cc3)oc3ccccc23)cc1,3,0,4,-11,-16,1,-5,9,-1
CC(C)COc1ccc(-c2nnn(CC(=O)N3CCCC3)n2)cc1,11,2,-3,5,-1,7,3,-2,-3
COc1cccc(N2[C@@H](CC(=O)O)c3ccccc3S2(=O)=O)c1,3,16,4,-8,1,1,3,5,-2
CCOC(=O)C1CCN(C(=O)COc2ccc3c(c2)OCO3)CC1,1,0,11,-4,-4,0,-1,4,-5

# Reprinted from the part before: five compounds, followed by the next part.
SMILES,TAAR1 agonist,CHRM5 PAM,M5 antag,CHRM1 antagonist,M4 antag,M4 ag,CHRM5 agonist,M1 PAM,M1 ag
Cc1cccc(CC2SC(N)=NC2=O)c1 (stereo not drawn),14,0,-4,-11,-5,3,-2,9,-6
COc1ccc(C(=O)c2c(-c3ccc(OC)cc3)oc3ccccc23)cc1,3,0,4,-11,-16,1,-5,9,-1
CC(C)COc1ccc(-c2nnn(CC(=O)N3CCCC3)n2)cc1,11,2,-3,5,-1,7,3,-2,-3
COc1cccc(N2[C@@H](CC(=O)O)c3ccccc3S2(=O)=O)c1,3,16,4,-8,1,1,3,5,-2
CCOC(=O)C1CCN(C(=O)COc2ccc3c(c2)OCO3)CC1,1,0,11,-4,-4,0,-1,4,-5
COc1ccc(C(=O)NC(NC(=O)c2ccc(OC)c(OC)c2)c2ccccc2F)cc1OC,6,1,7,-10,0,1,0,12,-7
Cc1ccc(OCC(=O)NNC(=O)C2CSC3(C)CCC(=O)N23)cc1C (stereo not drawn),0,6,4,-4,-3,2,3,8,-3
Cc1ccc(NC(=S)NCC2CCN(C(C)c3ccccc3)C2)cc1 (stereo not drawn),4,0,6,-13,-5,3,-12,-6,-5
CCOc1ccc(N)c(SSc2cc(OCC)ccc2N)c1,21,5,2,-10,4,1,-1,15,1
Cc1cc(C)n(-c2nc3c(c(=O)[nH]c(=O)n3C)n2CC(O)COc2ccccc2C)n1 (stereo not drawn),5,0,2,-8,11,7,3,8,-2
Cc1ccc(C2CC2c2n[nH]c(=S)n2-c2ccc(Cl)cc2)cc1 (stereo not drawn),15,1,1,-8,-3,-2,-7,3,-7
CCOC(=O)CC1=C(C(=O)OCC)C(c2cccnc2)C(C#N)=C(N)O1 (stereo not drawn),8,-1,-4,-5,2,1,0,6,-3
Cc1cc2oc(=O)cc(CN3CCOCC3)c2cc1C,5,4,1,0,14,1,-4,4,-5
O=C(CNC(=O)c1ccc(S(=O)(=O)N2CCCC2)cc1)N/N=C/c1ccc(Cl)cc1,23,0,-6,-6,7,1,1,1,-8
O=C(OCC(=O)N1CCN(C(=O)c2ccco2)CC1)c1ccc(S(=O)(=O)N2CCCCC2)cc1,-1,6,-8,-19,-2,3,1,7,-3
Cc1nc(N2CCN(Cc3ccccc3)CC2)c(C#N)c2c1COC(C)(C)C2,4,2,1,-62,1,2,-3,10,-4
O=C(NC1CCCCC1)C(c1ccc(C(F)(F)F)cc1)n1c(=O)c(-c2ccco2)nc2ccccc21 (stereo not drawn),0,7,-8,·,0,0,1,·,·
O=C(O)CCCC(=O)N1N=C(c2ccccc2)CC1c1ccc2nccnc2c1 (stereo not drawn),3,-6,6,-11,-1,1,0,12,-4
CC1(C(=O)NCc2cccs2)CCN1C(=O)Cc1ccc(Cl)cc1Cl (stereo not drawn),1,1,2,0,-10,2,-1,0,-6
CCCCN(C)S(=O)(=O)c1ccc(C(=O)Nc2nnc(C3=COCCO3)o2)cc1,-1,4,-5,7,-2,0,-3,-4,-4

# Fetched by structure from the list above, 3 records:
SMILES,TAAR1 agonist,CHRM5 PAM,M5 antag,CHRM1 antagonist,M4 antag,M4 ag,CHRM5 agonist,M1 PAM,M1 ag
Cc1cc(C)n(-c2nc3c(c(=O)[nH]c(=O)n3C)n2CC(O)COc2ccccc2C)n1 (stereo not drawn),5,0,2,-8,11,7,3,8,-2
Cc1ccc(C2CC2c2n[nH]c(=S)n2-c2ccc(Cl)cc2)cc1 (stereo not drawn),15,1,1,-8,-3,-2,-7,3,-7
CCOC(=O)CC1=C(C(=O)OCC)C(c2cccnc2)C(C#N)=C(N)O1 (stereo not drawn),8,-1,-4,-5,2,1,0,6,-3

# Other records.
SMILES,TAAR1 agonist,CHRM5 PAM,M5 antag,CHRM1 antagonist,M4 antag,M4 ag,CHRM5 agonist,M1 PAM,M1 ag
Cc1ccc(Cl)cc1NC(=S)N1CCC(c2ccccc2)C1 (stereo not drawn),-1,1,2,-17,-14,0,-8,6,-3
O=C(C1=C[C@H](c2ccc(Br)cc2)C[C@H](OCc2ccc(CO)cc2)O1)N1CCOCC1,10,9,6,-5,2,2,-1,3,-4
Cn1ccnc1SCC(=O)N1CCc2ccccc21,2,-2,-4,7,1,1,-2,-1,-1
S=C(c1c[nH]c2ccc(Br)cc12)N1CCOCC1,8,2,6,7,0,4,-2,12,-7
CCOc1cccc(C2/C(=C(/O)c3ccc4c(c3)CC(C)O4)C(=O)C(=O)N2CCN2CCOCC2)c1 (stereo not drawn),0,-3,-6,-8,-5,5,-4,8,-3
Cc1nc2nc3c(cn2n1)C(=O)CC(c1ccccc1)C3 (stereo not drawn),3,-2,1,4,9,0,0,-1,-3
CN(C)CCCN(C(=O)c1ccc([N+](=O)[O-])s1)c1nc2cc3c(cc2s1)OCCO3,10,-4,10,3,5,1,-6,6,-6
Cc1cc(C(=O)COc2ccccc2C(N)=O)c(C)n1C,4,7,-1,-9,-6,5,-2,9,-2
O=C(CSc1nc(=O)n(Cc2ccccn2)c2c1CCC2)Nc1ccc(F)cc1F,0,6,-5,14,-4,1,-2,-5,-6
CCc1nc2c(s1)CCc1onc(-c3ccc(Cl)cc3)c1-2,14,9,1,-14,-10,2,-4,16,9
CC(=O)c1cc2c(cc1N/C(=N/S(=O)(=O)c1ccc(C)cc1)c1ccccc1)OCO2,2,-4,0,-1,0,1,-2,-8,-8
Cc1cc(NC(=O)c2csc([C@@H]3O[C@H](CO)[C@H](O)[C@H](O)[C@H]3O)n2)n(C)n1,1,-3,2,-11,-3,0,0,3,0
O=C1CSC(=O)N1CCOCCN1C(=O)CSC1=O,8,2,-8,-7,-12,1,-1,4,-3
CCOC(=O)c1cc(-c2ccc(OC)cc2)nc2c1c(C)nn2CCC(N)=S,8,-7,5,2,5,2,-2,-6,-6
Cc1ccc(C(C)C)c(OCC(O)CNC2CCCC2)c1 (stereo not drawn),8,-4,9,1,4,11,-5,-7,-7
C=CCOc1ccc(/C(O)=C2\C(=O)C(=O)N(CCCOC)C2c2ccncc2)cc1 (stereo not drawn),7,6,-8,-16,-1,1,4,13,0
O=C(CCN1CCOCC1)N1CCc2c([nH]c3ccccc23)C1c1cccc(Cl)c1 (stereo not drawn),11,2,-2,-6,9,5,1,1,-9
COc1cc(Nc2c3c(nc4ccccc24)CCCC3)cc(OC)c1OC,3,6,-6,14,0,0,-4,-8,-13
